High-throughput results from PubChem BioAssay.
FAK inh = blocks human focal adhesion kinase activity. Q05397. biochemical FAK kinase activity assay. inhibition, %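 (tested at 7 µM)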. 97,000 compounds, 0.84% hits; in the data active = inhibition above about 19%;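 also: 0% = DMSO and 100% = reference compound high control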
Target sequence (Q05397 whole entry, looked up): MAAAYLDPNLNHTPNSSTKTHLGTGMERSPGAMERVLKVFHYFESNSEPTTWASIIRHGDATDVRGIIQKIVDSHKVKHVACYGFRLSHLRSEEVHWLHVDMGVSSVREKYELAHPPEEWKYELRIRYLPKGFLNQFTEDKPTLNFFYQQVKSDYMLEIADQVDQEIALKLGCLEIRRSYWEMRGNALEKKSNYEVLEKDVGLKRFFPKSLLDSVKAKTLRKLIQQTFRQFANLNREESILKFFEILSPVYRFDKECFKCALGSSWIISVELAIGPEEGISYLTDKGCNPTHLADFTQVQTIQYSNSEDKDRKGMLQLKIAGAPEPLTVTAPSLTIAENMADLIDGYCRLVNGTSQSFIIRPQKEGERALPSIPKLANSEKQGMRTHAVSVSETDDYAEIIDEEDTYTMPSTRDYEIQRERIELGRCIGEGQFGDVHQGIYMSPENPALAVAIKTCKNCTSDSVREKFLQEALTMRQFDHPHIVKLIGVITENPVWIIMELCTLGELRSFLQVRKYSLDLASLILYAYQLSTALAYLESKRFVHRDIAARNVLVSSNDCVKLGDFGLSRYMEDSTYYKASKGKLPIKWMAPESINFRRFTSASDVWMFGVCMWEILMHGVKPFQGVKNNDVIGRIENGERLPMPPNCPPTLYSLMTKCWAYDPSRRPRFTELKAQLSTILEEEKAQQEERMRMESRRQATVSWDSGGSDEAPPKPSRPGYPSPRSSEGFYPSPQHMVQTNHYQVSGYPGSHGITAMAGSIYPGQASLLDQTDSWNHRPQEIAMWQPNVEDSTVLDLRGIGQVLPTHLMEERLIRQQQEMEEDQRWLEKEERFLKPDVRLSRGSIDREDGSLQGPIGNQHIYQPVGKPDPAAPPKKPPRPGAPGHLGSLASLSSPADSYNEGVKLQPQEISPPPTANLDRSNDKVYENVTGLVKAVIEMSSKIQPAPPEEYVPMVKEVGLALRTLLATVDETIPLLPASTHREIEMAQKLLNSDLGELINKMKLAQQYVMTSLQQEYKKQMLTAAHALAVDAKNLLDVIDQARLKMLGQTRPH
PostGolgi ctrl = inhibits growth of the yeast control strain. inhibition, % at 10 µM. efflux-deficient yeast background strain, growth absorbance A615, 16 h. 98,000 compounds, 5% hits
PTPN22 act = LYP (human) phosphatase activation | Q9Y2R2 | recombinant LYP, DiFMUP fluorescence; 0 = plate median, 100 = signal doubled | activation, % at 2 µM | 96,000 compounds, 0.11% hits;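 active = activation at 2 µM above a set limit, the mean plus 5 SD, cut at about 37% in these data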
EphB4 antag = antagonists of human EphB4-ephrin-B2 interaction | inhibition, % at 7 µM | P54760 | AID 720 | 97,000 compounds, 0.15% hits | EphB4 LBD / TNYL-RAW-Alexa532 peptide, fluorescence polarization;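 active = inhibition above the screen-wide mean inhibition plus 3 SD, cut at about 15% in these data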;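 also: 0% = DMSO wells and 100% = excess unlabeled TNYL-RAW peptide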
S1P2 ag = S1P2 (human) receptor agonism; activation, % at 4.5 µM; O95136; 97,000 compounds, 0.46% hits; S1P2-expressing cell line, agonist reporter read-out; AID 729; in the data active = activation above about 16%;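 also: 0% = vehicle low control and 100% = maximal reference agonist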
S1P2 antag = antagonists of human S1P2 receptor; O95136; cell-based S1P2 antagonist assay, inhibition at 5 uM; inhibition, % at 5 µM; 97,000 compounds, 0.21% hits; AID 736; in the data active = inhibition above about 45%;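 also: CRE beta-lactamase reporter cells expressing human S1P2 stimulated with S1P; 0% = agonist at EC80 alone and 100% = agonist plus reference antagonist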
PostGolgi yeast = growth inhibition of a yeast mutant, post-Golgi transport screen | post-Golgi transport phenotypic cell assay | inhibition, % at 10 µM | 98,000 compounds, 0.9% hits | AID 739;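 also: yeast cells grown in 1536-well plates; yeast grown about 18 h at 30C before absorbance read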
Rev-RRE block = inhibitors of HIV-1 Rev-RRE RNA interaction; Rev peptide-RRE RNA binding, FRET; inhibition, % at 8 µM; 97,000 compounds, 0.79% hits; AID 704;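 active = inhibition above the screen-wide mean plus 3 SD, cut at about 35% in these data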;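 also: 0% = median DMSO wells and 100% = median Neomycin B control wells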
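Test system – labelled RRE RNA duplex and labelled Rev peptide · Signal – fluorescein-to-Cy5 FRET, 480 nm excitation · Evaluation – % inhibition of FRET ratio versus controls · Benchmarks – DMSO low control, neomycin B high control · Incubation – 5 min RNA-compound premix plus 15 min binding step, 25 °C · Medium – HEPES pH 7.5 salt buffer with EDTA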
PTPN22 inh 2 = blocks human PTPN22 phosphatase activity; AID 640; 96,000 compounds, 0.21% hits; inhibition, % at 2 µM; recombinant LYP catalytic domain, DiFMUP fluorescence; Q9Y2R2;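 active = inhibition at 2 µM at or above a set limit, the screen mean plus 3 SD, cut at about 24% in these data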;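 also: 0% = DMSO with enzyme and 100% = enzyme fully blocked by orthovanadate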
* = called active by the depositor; · = not tested or not shown. Rule as the data show it, unless noted: active = inhibition above about 30%; inactive = the rest.

SMILES	FAK inh	PostGolgi ctrl	PTPN22 act	EphB4 antag	S1P2 ag	S1P2 antag	PostGolgi yeast	Rev-RRE block	PTPN22 inh 2
CCOc1ccc(C(=O)c2ccc(OCC)c(N)c2)cc1N	-2	6	-9	7	-8	-79	1	7	6
Cc1cc(C(=O)N2CCc3ccccc32)c2cc(F)ccc2n1	-5	3	1	10	-7	14	0	-5	-2
Cc1ccc(CNC(=O)CS(=O)CC(=O)O)cc1 (stereo not drawn)	-1	-2	-8	-1	-9	2	-2	6	8
CCC(=O)Nc1ccc(Cl)c(NC(=O)C(C)C)c1	1	19	-10	1	-6	-18	0	10	10
CCCCc1nc(NCc2ccccc2)c(C#N)c2c1COC(C)(C)C2	1	-3	-3	-3	-8	9	15	4	3
Nc1nc(N2C(=O)C3CC=CCC3C2=O)nn1-c1ccccc1 (stereo not drawn)	-3	4	-5	-3	-5	12	3	2	9
COc1ccccc1NC(=O)C1=C(C)Nc2nnnn2C1c1cccc(C)c1 (stereo not drawn)	-2	-1	-7	-9	-4	10	15	4	4
Cc1cc(NC(=O)C2CCCC2)nc2c1c(=O)oc1ccccc12	9	20	6	2	2	-15	-4	13	-3
Cn1c(=O)[nH]c(=O)c2c1nc(NC1CCCCC1)n2CC(=O)NC1CCCCC1	-3	5	-2	-2	-6	-3	-4	7	5
O=C(c1ccc(F)cc1)C1CCN(C(=S)Nc2ccccc2)CC1	0	4	-9	-1	-6	1	-3	-5	12
Cc1nn(Cc2ccccc2)c2sc(C(=O)N3CCN(Cc4ccc5c(c4)OCO5)CC3)cc12	2	14	3	-3	-3	-3	4	-6	0
C=CCn1sc(N)c(C(=O)OCC)c1=S	14	2	-12	11	-3	10	-3	6	9
CS(=O)(=O)N(CC(=O)NCc1cccnc1)Cc1ccc(Cl)cc1	-3	-9	-3	-2	2	22	-8	0	0
O=C(Nc1cccc(Cl)c1N1CCCCC1)c1ccc2c(c1)OCCO2	1	9	4	-5	-1	-16	5	12	-9
N#CC(C(=O)C1CCCCC1)c1nc2ccccc2[nH]1 (stereo not drawn)	3	47*	0	6	-3	-4	-4	1	0
Nn1c(SCC(=O)Nc2cccc(F)c2)nnc1C1CCCCC1	-2	5	-8	-4	-8	14	-12	2	7
CCNC(=O)c1nc[nH]c1C(=O)NCC	1	3	-4	-5	-1	6	1	4	1
CCOCCn1cnc2sc(C(=O)Nc3nc(C)c(C(=O)OCC)s3)c(C)c2c1=O	1	·	5	4	-5	0	·	13	-5
CCn1c(SCC(=O)Nc2cc(NC(C)=O)ccc2OC)nnc1-c1ccccn1	-1	-9	-7	2	-1	-16	3	-1	8
Clc1c(CSc2nc3ccccc3o2)nc2ccccn12	0	7	4	-1	4	-27	2	10	-6
COc1ccccc1-n1c(SC)nc(O)cc1=O	-3	7	6	4	-3	17	-9	5	-8
COc1cc(Br)cc2cc(C(=O)N3CCN(c4ccccn4)CC3)c(=O)oc12	0	13	-3	-2	-3	-26	-3	4	0
COC(=O)C1OC2(OC1C(=O)OC)c1ccccc1-c1ccccc12 (stereo not drawn)	-2	5	0	7	-5	4	0	9	0
CCN(C(=O)Cn1c(=O)n(Cc2ccccc2)c(=O)c2ccccc21)c1cccc(C)c1	0	14	0	-3	-4	-6	-7	3	2
O=C1c2[nH]nc(-c3ccccc3O)c2C(c2ccccc2)N1Cc1ccco1 (stereo not drawn)	1	38*	-6	0	-9	12	1	12	5
CC(=O)c1ccc(NC(=O)CCc2c(C)nc3ncnn3c2C)cc1	0	·	2	2	-1	-2	·	3	-4
COCCn1c(=O)[nH]c2cc(C(=O)NCCN3CCN(c4cccc(Cl)c4)CC3)ccc2c1=O	6	-3	3	2	-9	9	-2	9	0
Cc1cc(C)cc(OCC(=O)NC2=NCCS2)c1	-2	2	-10	9	-4	13	14	3	9
CC(=O)CSc1nsc(SCC(C)=O)c1C#N	2	·	2	-2	-2	-8	·	5	-5
CCOC(=O)/C(C#N)=C\c1ccc(OCC(=O)Nc2ccc(C)cc2C)c(OC)c1	-4	12	-12	6	-3	19	-3	6	13

Four entries picked at random from those above:
SMILES	FAK inh	PostGolgi ctrl	PTPN22 act	EphB4 antag	S1P2 ag	S1P2 antag	PostGolgi yeast	Rev-RRE block	PTPN22 inh 2
COc1ccccc1NC(=O)C1=C(C)Nc2nnnn2C1c1cccc(C)c1 (stereo not drawn)	-2	-1	-7	-9	-4	10	15	4	4
Nn1c(SCC(=O)Nc2cccc(F)c2)nnc1C1CCCCC1	-2	5	-8	-4	-8	14	-12	2	7
Cc1nn(Cc2ccccc2)c2sc(C(=O)N3CCN(Cc4ccc5c(c4)OCO5)CC3)cc12	2	14	3	-3	-3	-3	4	-6	0
COCCn1c(=O)[nH]c2cc(C(=O)NCCN3CCN(c4cccc(Cl)c4)CC3)ccc2c1=O	6	-3	3	2	-9	9	-2	9	0

(further entries)
SMILES	FAK inh	PostGolgi ctrl	PTPN22 act	EphB4 antag	S1P2 ag	S1P2 antag	PostGolgi yeast	Rev-RRE block	PTPN22 inh 2
O=C1CCCN1Cc1ncnn1-c1ccccc1	0	3	0	-2	-3	9	3	1	-5
O=C(CCC1CCCCC1)NNC(=O)NC12CC3CC(CC(C3)C1)C2	0	23	-4	-3	-5	-7	2	4	4
O=C(/C=C/c1ccccc1)N/C(=C/c1ccccc1)C(=O)N1CCCCC1	3	3	8	1	-5	-4	4	2	-4
Nc1ccc2nc3n(c(=O)c2c1)CCC3	·	3	10	·	·	·	-9	·	-12
CCCC(=O)c1cc(F)c(N2CCN(C(=O)OCC)CC2)cc1C	3	9	-7	-6	4	10	-4	3	5
CS(=O)(=O)N(CC(=O)N1CCN(c2ccccc2)CC1)c1ccc(Cl)c(C(F)(F)F)c1	0	12	-2	-4	-8	3	-2	12	5
CC(C)NC(=O)Cn1nnc(-c2cccc(NC(=O)c3ccccc3F)c2)n1	3	-1	3	6	-2	0	-2	4	-6
CCCOc1ccc(N2C(=O)CC(NCCCN3CCC(C(N)=O)CC3)C2=O)cc1 (stereo not drawn)	1	·	8	0	-6	0	·	6	-7
CCCC(=O)N(CCc1ccccc1)Cc1nc2ccccc2c(=O)[nH]1	-3	5	2	-5	-2	13	-6	6	-3
Cc1cc(NS(=O)(=O)c2ccc(CC(C)C)cc2)no1	1	29	0	1	-4	-7	-3	3	-1
COc1ccc(-n2c(C)cc(C(=O)Cn3c(NCCO)nc4ccccc43)c2C)cc1	9	19	16	-7	1	12	11	-6	-19
O=C(Nc1ccccn1)c1cccc(S(=O)(=O)N2CCCCC2)c1	1	-11	-16	9	-5	5	-7	3	14
CC1=C(C(=O)Nc2ccccc2)C(c2ccc(C)cc2)N=C(Nc2nc3ccccc3o2)N1 (stereo not drawn)	-4	12	0	2	2	2	13	0	2
Clc1ccc2nc(CN3CCCCCC3)cn2c1	-2	4	2	-1	-4	11	-4	3	-1
c1ccc(C(c2c[nH]c3ccccc23)c2c[nH]c3ccccc23)nc1	1	8	-10	10	-4	-21	-5	6	8
CC1(C)N=C(SCC(=O)Nc2ccc(Cl)cc2)C(c2ccc(Cl)cc2)=N1	2	30	1	0	4	-50	3	18	1
CCN1CCN(S(=O)(=O)c2ccc3c(c2)OCCO3)CC1	-1	3	8	11	-6	0	-4	10	-12
O=C(O)c1ccc2c(c1)C(=O)N(Cc1ccc3c(c1)OCO3)C2=O	-2	-4	4	1	1	-10	25	1	-2
CCn1c(SCC(=O)c2ccc(C)cc2)nnc1-c1ccoc1C	6	-4	1	3	-5	6	-1	-4	-3
COc1cccc(C2(CSc3nnc(-c4cc(OC)c(OC)c(OC)c4)o3)OCCO2)c1	3	19	-8	3	-3	-29	4	6	12
O=C1OCC(CO)(CO)N=C1NNc1cc(Cl)ccc1Cl	-1	14	3	4	-12	15	0	11	0
CC1(C)CC(=O)C(C=NCCCN2CCOCC2)=C(O)C1	-3	-5	-3	3	3	2	-4	6	1
CN(Cc1ccccc1)C(=O)Cn1c(=O)oc2cc(S(=O)(=O)NCc3ccccc3)ccc21	0	-2	-4	0	-6	27	-11	1	3
CCCCn1nc2cc(C(=O)NCc3cc(C(F)(F)F)cc(C(F)(F)F)c3)ccc2c1OC	-1	-2	1	1	-11	10	13	5	-4
CCOc1ccc(N2CC(C(=O)Nc3ccc(F)cc3F)CC2=O)cc1 (stereo not drawn)	-1	3	-5	-9	-5	-16	2	-1	0
C=CCOc1ccccc1CNn1nnnc1N	-1	-4	0	-3	-4	0	2	4	-1
Cc1cc(C)c2c(c1)c(C)cc1nnc(SCC(=O)c3cccs3)n12	5	7	6	-2	-2	5	12	4	-8
Cc1ccc(C(=O)NCCSc2ccc(Cl)cc2)cc1S(=O)(=O)Nc1ccccc1	2	12	0	2	-7	23	-5	22	5
CCOC(=O)Cc1csc(NC(=O)c2ccc(Br)o2)n1	1	5	0	3	-7	7	6	0	2
CCOC(=O)C(C)Sc1ncc(OC)c(=O)[nH]1 (stereo not drawn)	-4	6	-3	-5	0	1	0	6	4
O=C(Nc1ccccc1C(=O)O)c1ncn[nH]1	0	27	14	-3	-6	12	-3	6	-16
CCN1CCCC1CNC(=O)c1c(O)c2c([nH]c1=O)CCCC2 (stereo not drawn)	4	5	-9	0	-4	-3	5	-10	6
c1ccc(-c2n[nH]c3c2CCC3)cc1	10	5	3	-10	-3	5	-6	3	-1
CCCCOc1ccc(S(=O)(=O)NC(=O)NCc2ccc(OCCC)cc2)cc1	-3	·	9	-5	-1	-15	·	-3	-10
CCCC(c1nnnn1CS(=O)(=O)c1ccc(C)cc1)N1CCN(c2ccccc2)CC1 (stereo not drawn)	2	31*	2	8	-2	5	-8	6	-5
CCC(=O)Nc1nc(=S)ss1	-1	4	-4	4	-3	8	-2	13	6
COC(=O)Cc1c(C)nc2nc(NCc3ccccc3OC)[nH]n2c1=O	-1	5	-8	-5	-3	13	13	6	10
O=C(NC(=S)Nc1ccc(Cl)cn1)c1cccs1	-4	8	13	-10	-4	3	-6	-2	-10
O=C(NCc1ccco1)c1ccccc1-c1ccc(C(F)(F)F)cc1	-3	16	2	-4	-6	-14	2	10	1
COC(=O)c1nnn(-c2ccccc2)c1N	-2	4	5	0	-10	-6	8	2	-6
COCCn1c(=S)[nH]c2cc(C(=O)NC(C)C)ccc2c1=O	1	-2	1	8	-9	1	4	3	-3
O=C(CSc1nnc(C2CC2)n1-c1ccccc1)Nc1ccc(N2CCOCC2)cc1	2	-3	1	-5	-1	-9	-4	-1	2
COc1cc(/C=N/Nc2nn3cnnc3c3ccccc23)ccc1O	-8	22	3	-2	-4	-16	6	-4	-6
N#Cc1nc(N2CCOCC2)nc(N2CCOCC2)n1	6	2	-2	-3	2	-20	-5	4	0
Cc1ccc(CN2CN(S(=O)(=O)c3cccs3)c3nc4ccccc4nc32)cc1	9	18	-7	6	-9	-5	-9	10	12
CCOC(=O)N1CCC(Nc2c(NCCCN3CCN(CC)CC3)c(=O)c2=O)CC1	0	15	5	1	-4	-3	-3	2	-4
CCOC(=O)N1CCN(C/C(C)=C/c2ccccc2)CC1	2	-2	-5	-1	-9	10	-44	-1	4
O=C(CCc1ccc(S(=O)(=O)N2CCOCC2)cc1)NCCCN1CCCC1=O	5	-6	-1	-4	-7	24	-6	5	-2
CCOC(=O)CNC(=O)Cn1cnc2ccc(S(=O)(=O)N3CCC(C)CC3)cc2c1=O	0	-8	3	0	-3	2	8	2	-6
Cc1cc2cc(CNC(=O)CCC(=O)O)ccc2[nH]1	5	3	6	2	-9	14	3	4	-9
